TRPML3 agonist = human TRPML3 channel agonists, primary screen, cell-based, HEK293 TRPML3-YFP, Fluo-8 calcium fluorescence, 3 µM | Mucolipin-3 (Homo sapiens), Q8TDD5 | 100% = the carbachol control signal | activation, % at 3 µM | actives 0.29% (n = 220,000);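 active = activation above its plate's cutoff, the mean activation of the plate's test wells plus 3 SD, cut at about 12% in these data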;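 also: 0% = DMSO only wells and 100% = carbachol wells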
Target sequence (Q8TDD5 whole entry, looked up): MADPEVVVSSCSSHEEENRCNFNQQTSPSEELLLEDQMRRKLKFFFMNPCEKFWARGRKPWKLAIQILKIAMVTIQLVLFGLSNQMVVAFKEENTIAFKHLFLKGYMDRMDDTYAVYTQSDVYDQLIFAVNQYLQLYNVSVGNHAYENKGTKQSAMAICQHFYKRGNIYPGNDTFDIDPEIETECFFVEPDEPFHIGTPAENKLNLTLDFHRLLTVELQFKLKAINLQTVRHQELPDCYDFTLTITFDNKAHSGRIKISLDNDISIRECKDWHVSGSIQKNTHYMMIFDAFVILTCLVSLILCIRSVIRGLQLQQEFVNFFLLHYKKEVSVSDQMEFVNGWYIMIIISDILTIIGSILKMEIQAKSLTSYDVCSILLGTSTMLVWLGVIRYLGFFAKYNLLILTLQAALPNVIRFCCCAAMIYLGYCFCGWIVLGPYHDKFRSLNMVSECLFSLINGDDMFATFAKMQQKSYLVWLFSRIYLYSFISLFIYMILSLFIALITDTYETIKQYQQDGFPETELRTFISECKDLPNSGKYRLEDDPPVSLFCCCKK
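Test system: HEK293 cells stably carrying human TRPML3-YFP; Doses: single dose, 3 µM final nominal compound, 0.3% DMSO final; Schedule: dye loading 1 h 37 °C then 30 min ambient, 125 s read; Technique: Fluo-8 calcium fluorescence; Benchmarks: high control carbachol 87 µM, low control DMSO.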
RBBP9 inhibitor = human RBBP9 inhibitors, primary screen, biochemical, fluorescence polarization, FP-Rh probe, HTS; Serine hydrolase RBBP9 (Homo sapiens), O75884; recombinant RBBP9; inhibition, % at 7.94 µM; actives 0.2% (n = 220,000);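 active = inhibition above the campaign mean of all tested compounds plus 3 SD, cut at about 14% in these data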;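 also: plate controls were DMSO wells with RBBP9 for no effect and wells lacking RBBP9 protein for full effect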
Target sequence (O75884 whole entry, looked up): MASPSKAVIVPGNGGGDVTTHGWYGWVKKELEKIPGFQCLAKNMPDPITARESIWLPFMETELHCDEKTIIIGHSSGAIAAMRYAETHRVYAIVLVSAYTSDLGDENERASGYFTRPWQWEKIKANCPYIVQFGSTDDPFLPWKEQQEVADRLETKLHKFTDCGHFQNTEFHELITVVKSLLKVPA
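System: RBBP9 protein / Quantity: 2.5 µM RBBP9 dispensing solution, before mixing / Also added: Serine-hydrolase probe FP-Rh, 375 nM pre-mixing / Dosing: 7.94 µM single dose, 0.794% DMSO / Timing: enzyme-compound preincubation 30 min, then probe labeling 45 min, 25 °C / Signal: FP readout at 525/598 nm / Controls: DMSO-treated enzyme wells and wells lacking RBBP9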
PPC-1+TRAIL kill = compounds killing PPC-1 cancer cells with TRAIL present, primary screen, TRAIL potentiator project, ATPLite luminescence, uHTS. PPC-1 cells + TRAIL, ATPLite viability luminescence. cell killing (% activity), % at 4 µM. actives 0.41% (n = 220,000). AID 1443, 2008;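 active = cell killing above 50% in the first pass at 4 µM, then a duplicate retest at 5 µM averaging 50% or more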;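 also: plate controls were cells with TRAIL plus DMSO for no effect and medium-only wells lacking cells for full effect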
BaF3 parental = parental Ba/F3 cell viability inhibition, counter-screen for JAK2V617F inhibitor project, murine pro-B, CellTiter-Glo luminescence; inhibition, % at 5.6 µM; CellTiter-Glo ATP luminescence; AID 1486, 2009; actives 1.1% (n = 220,000);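 active = inhibition above a per-campaign cutoff, the mean inhibition of all tested compounds plus 3 SD, cut at about 27% in these data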;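 also: 0% = DMSO wells and 100% = JAK Inhibitor I control wells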
Wee1 stabilizer = Wee1 degradation inhibitors, primary screen, cell-based, HeLa, Wee1K328M-luciferase, luminescence | Wee1-like protein kinase (Homo sapiens), P30291 | HeLa Luc-Wee1K328M stability; 100% = proteasome inhibitor MG132 effect | reporter increase, % at 5 µM | actives 1.2% (n = 220,000) | AID 1321, 2008;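 active = activation above the mean of all tested compounds plus 3 SD, set per screening run, cut at about 8.8% in these data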;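 also: cells exposed to compound for 20 h before luminescence read; 0% = DMSO alone and 100% = MG132 at 30 µM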
zfTRPN1 agonist = zebrafish TRPN1 channel agonists, primary screen, cell-based, HEK293, calcium fluorescence | activation, % at 3 µM | actives 0.18% (n = 220,000) | HEK293 zebrafish TRPN1-YFP, Fluo-8 calcium fluorescence; 100% = response to 87 µM carbachol | transient receptor potential cation channel N1 (TRPN1/NompC), Danio rerio;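 active = activation above its plate's cutoff, the mean activation of test wells on that plate plus 3 SD, cut at about 19% in these data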;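 also: 0% = DMSO alone and 100% = 87 µM carbachol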
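Assay system: Zebrafish TRPN1-YFP in HEK293 cells | Incubation: Dye loading 1 h at 37 °C, then 30 min room temperature | Measured by: Kinetic Fluo-8 fluorescence, ex 470-495, em 515-575 nm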
TNF necrop inh = inhibitors of TNF-alpha triggered necroptosis, primary screen, cell-based, Jurkat FADD-/-, single concentration; Jurkat FADD-/- TNF necroptosis rescue, ATP luminescence, 24 h; 0 = TNF only, 100 = no-TNF cells; activation (protection from cell death), % at 10 µM; actives 0.068% (n = 220,000); AID 463075, 2010;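 active = activation, meaning protection from cell death, of at least 50% relative to plate controls; inactive = activation below 50%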;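 also: necroptosis triggered by 40 ng/mL TNF-alpha added together with compound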
Ba/F3 V617F tox = reduced viability of JAK2V617F-dependent Ba/F3 cells, primary screen, JAK2V617F inhibitor project, cell-based, Ba/F3 EpoR-JAK2V617F, luminescence. ATP luminescence. actives 1.1% (n = 220,000). inhibition, % at 5.6 µM;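 active = inhibition above the campaign mean plus 3 SD over all tested compounds, cut at about 24% in these data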;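 also: cytokine-independent growth of Ba/F3 cells driven by EpoR plus mutant JAK2; 0% = DMSO-treated cells and 100% = JAK inhibitor I control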
CHOP inh = inhibitors of CHOP promoter induction, primary screen, cell-based, unfolded protein response, luciferase reporter; CHO-K1 CHOP-promoter luciferase, tunicamycin-induced, 15-18 h; inhibition, % at 10 µM; actives 3.8% (n = 220,000);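 active = compounds that reduced the stress-induced luciferase reporter signal by more than about 70% of percent inhibition, limit read from the data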;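 also: 0% = tunicamycin plus vehicle and 100% = wells without tunicamycin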
* = called active by the depositor; / = not tested or not shown.

| SMILES | TRPML3 agonist | RBBP9 inhibitor | PPC-1+TRAIL kill | BaF3 parental | Wee1 stabilizer | zfTRPN1 agonist | TNF necrop inh | Ba/F3 V617F tox | CHOP inh |
| --- | --- | --- | --- | --- | --- | --- | --- | --- | --- |
| CCOC(=O)c1sc2nc(CC(=O)OC)nc(NCCN3CCOCC3)c2c1C | -0.6 | -5 | 15 | 7 | -2 | 1.1 | 1.6 | 3 | 17 |
| CCCc1cc(=O)[nH]c(SCC)n1 | -1.3 | -12 | 12 | 1 | 5 | -0.3 | -0.4 | -1 | 18 |
| Cc1ccc(S(=O)(=O)N(C)CC(=O)N/N=C/c2ccc(C)o2)cc1 | 0.6 | -4 | 13 | 0 | 2 | 1.2 | 1.3 | -4 | -10 |
| CC(NC(=O)c1ccncc1)C(c1cccs1)N1CCOCC1 (centres undefined) | 0.2 | -1 | -22 | -2 | 0 | -0.3 | -1.0 | -3 | 14 |
| COc1cccc(CNC(=S)Nc2cc(C)ccc2C)c1 | -1.2 | -1 | 20 | 9 | -3 | -1.5 | -11 | 0 | 16 |
| CC(=O)N1N=C(c2ccco2)CC1c1cc2cc(C)ccc2nc1Cl (centres undefined) | 0.5 | -3 | 11 | 3 | 0 | 0.6 | 0.9 | -2 | 9 |
| CC(=O)Nc1ccc(-c2csc(Nc3cc(C)ccn3)n2)cc1 | 3.2 | 12 | 12 | 1 | 9 | 8.7 | -1.0 | -1 | 9 |
| Nc1c(C(=O)OCC(=O)NCc2ccccc2)[nH]c(=O)[nH]c1=O | 0.5 | -1 | 19 | 3 | -1 | 1.6 | 1.9 | -3 | -10 |
| Cn1c(Cn2c(=O)sc3ccccc32)nnc1SCC(=O)Nc1ccc(Cl)cc1 | -0.1 | -10 | 2 | -1 | 2 | 0.1 | 0.6 | -2 | 1 |
| COc1ccccc1C1CC(=O)n2c(nc(-c3ccccc3)c2-c2ccccc2)S1 (centres undefined) | 0.3 | -9 | 30 | 7 | 0 | -0.4 | 0.9 | -1 | 21 |
| COC(=O)c1cc(Br)c(=O)n(-c2ccc(OC)cc2)c1 | 0.3 | 0 | 27 | 9 | 1 | -0.7 | -0.1 | 2 | -8 |
| O=C(NCC1CCCO1)c1ccc(COc2ccc(F)cc2)o1 (centres undefined) | -0.2 | -10 | 8 | 2 | 0 | -0.4 | -0.5 | 1 | 22 |
| O=C(c1ccc(-c2ccccc2)c(F)c1)C1CCCN(C(=O)c2cncs2)C1 (centres undefined) | 0.8 | -4 | -3 | 2 | 2 | 1.5 | -0.6 | -4 | 14 |
| COCCNC(=O)CN(C)S(=O)(=O)c1ccc2c(c1)OCCO2 | 0.4 | -10 | -9 | 0 | -2 | 0.7 | -0.3 | 1 | 34 |
| CCCC(=O)Nc1ccc(C(=O)NCc2ccccc2Cl)cc1 | 0.2 | -7 | 1 | 12 | -1 | 1.4 | -0.7 | 5 | 2 |
| O=C(NCCc1ccccc1)C1CCC(CNS(=O)(=O)c2cccc3cccnc23)CC1 (centres undefined) | -0.8 | 2 | -4 | 2 | 0 | 0.1 | 0.3 | 3 | -7 |
| CSC1=NCCN1CCOc1ccccc1 | 0.5 | -6 | / | 3 | 0 | 1.1 | 0.6 | 0 | 12 |
| O=C(CCc1nnc(CCCc2ccccc2)o1)N1CCCCCC1 | 1.3 | -3 | 3 | 6 | 0 | -0.3 | 1.6 | 1 | -23 |
| O=C(NC1CCC(O)CC1)c1cc(-c2ccco2)nc2ccccc12 (centres undefined) | 0.5 | 0 | -8 | 6 | -3 | 0.7 | -0.6 | 0 | 10 |
| Cc1cccc(-c2nnc(SCc3ccccc3)o2)c1 | -1.2 | 0 | -7 | 3 | -1 | -0.7 | 1.7 | -2 | 3 |
| Cc1sc2ncnc(N3CCCCC3)c2c1C | 1.1 | 5 | 14 | 3 | -2 | 0.1 | -2.0 | 0 | 23 |
| Cc1nc2ccccc2n1CC(=O)NCc1ccccc1 | 3.4 | -7 | 6 | 10 | -2 | 4.7 | -8.9 | 4 | / |
| CCOc1cc(/C=C/C(=O)O)ccc1OCc1ccccc1 | 0.1 | -30 | 18 | 0 | -2 | -1.6 | 1.0 | -1 | -9 |
| O=C(Nc1ccccc1)NC1(C(=O)NCc2ccco2)CCCCC1 | 0.7 | -9 | 0 | 3 | 2 | 0.0 | -3.3 | -2 | 2 |
| O=C(NCC1CCCO1)c1cccnc1Nc1ccccc1F (centres undefined) | 0.1 | 6 | 12 | 2 | 1 | -0.8 | -0.2 | 5 | 52 |
| N#C/C(=C\Nc1ccccc1SC(F)(F)F)c1nc(-c2ccccc2)cs1 | 1.2 | -2 | -7 | 7 | -3 | -1.3 | 1.0 | 2 | 25 |
| CN(CCCNC(=O)COc1cc(=O)n(C)c2ccccc12)Cc1ccccc1 | -0.2 | -7 | 2 | 8 | -1 | 0.0 | -0.5 | -1 | 26 |
| S=c1[nH]nc(-c2cccs2)n1/N=C/c1cn(-c2ccccc2)nc1-c1ccccc1 | 0.1 | -8 | 18 | 4 | 4 | -0.2 | -0.4 | -5 | -17 |
| CCCCNC(=O)N(O)C1N(/N=C/c2cccs2)C(=S)SC1(C)C (centres undefined) | 0.8 | -6 | 2 | -3 | -3 | -1.9 | 0.2 | 2 | 12 |
| COc1ccc(C)cc1S(=O)(=O)Nc1cccc(Cl)c1Cl | -0.6 | -9 | 15 | 1 | 1 | -1.5 | -0.9 | 0 | 43 |
| CCOc1ccc(S(=O)(=O)Nc2ccccc2SC)c2cccnc12 | -1.3 | 6 | 9 | -1 | -2 | -0.5 | 0.1 | -1 | 4 |
| O=C(Nc1cccc(-c2ccccc2)c1)N1CCN(C(=O)Nc2cccc(-c3ccccc3)c2)CC1 | 0.0 | 7 | -8 | 1 | 1 | -0.8 | 1.9 | -4 | -15 |
| CCCc1cc(=O)[nH]c(SCC(=O)c2cc(C)n(CCOC)c2C)n1 | 0.0 | 3 | 9 | 1 | -2 | 1.8 | -2.1 | -1 | -22 |
| Cc1cc(C)nc(N(C#N)Cc2ccc(Cl)cc2)n1 | -0.5 | 3 | 1 | 2 | 0 | -1.7 | 0.1 | -4 | -12 |
| Cc1nc2c(ccc3c([N+](=O)[O-])cccc32)c(C)c1C | 0.1 | -8 | -17 | 4 | 2 | -0.4 | 0.3 | 0 | 10 |
| CNC(=O)c1ncoc1-c1ccc(Cl)cc1 | -0.1 | -4 | -16 | 0 | -3 | -1.1 | -4.5 | -4 | 11 |
| C/C(=N\NS(=O)(=O)c1ccccc1)c1ccc2c(c1)OCCO2 | 0.7 | -7 | -5 | 6 | 7 | -0.6 | 1.4 | -1 | -1 |
| COc1ccc(-c2nnn(CC(=O)N3CCN(c4ccccc4OC)CC3)n2)cc1 | 0.5 | 3 | 12 | -1 | 0 | 0.1 | -0.9 | -6 | 14 |
| COc1ccc(S(=O)CC(=O)Nc2ccccc2Cl)cc1 (centres undefined) | 0.2 | 2 | 28 | 4 | 9.7* | -3.0 | 0.3 | -1 | 7 |
| CCC(C)(c1ccc(C=O)s1)c1ccc(C=O)s1 | 0.4 | -3 | 17 | 0 | 3 | -1.1 | -2.2 | -4 | 20 |
| O=C(N/N=C\c1ccc(CNS(=O)(=O)c2ccc(Cl)cc2)o1)C(=O)Nc1ccc(Oc2ccccc2)cc1 | 0.2 | 3 | 1 | 9 | -2 | 1.5 | 2.5 | 2 | 56 |
| C=CCn1c(SCC(=O)c2cc(C)n(Cc3cccs3)c2C)nnc1-c1ccncc1 | 0.8 | -9 | 4 | 1 | -3 | -0.9 | 1.7 | -1 | 47 |
| CCC12CC3CC(C1)CC(C(=O)NNC(N)=O)(C3)C2 | 0.8 | 3 | 3 | 0 | -2 | 2.0 | 4.8 | -5 | 24 |
| Clc1ccc(C2=CSC3=Nc4cccc5cccc(c45)N23)cc1 | 0.9 | 3 | 36 | 4 | -1 | -1.1 | -4.8 | 11 | -44 |
| O=C1N[C@@H](Cc2ccccc2)C(=O)N1CCN1CCOCC1 | 0.7 | -4 | 46 | 7 | 0 | -0.3 | 0.0 | 5 | 20 |
| CC(=O)Nc1ccc(S(=O)(=O)Nc2c(C)n(C)n(-c3ccccc3)c2=O)cc1 | 1.1 | 2 | 8 | 7 | -1 | 2.0 | 0.1 | -1 | 9 |
| O=C1Nc2ccc([N+](=O)[O-])cc2C1(O)N1CCCCCC1 (centres undefined) | 1.1 | 3 | -13 | 2 | 3 | 0.1 | -0.9 | -2 | 4 |
| Cc1ccc(CS(=O)(=O)CCC(=O)NCCC2=CCCCC2)cc1 | 0.1 | -9 | 13 | 1 | 0 | -0.6 | 1.9 | 0 | 4 |
| CC[n+]1c(/C=C/C=C/N(C(C)=O)c2ccccc2)sc2ccccc21 | 0.4 | -8 | 3 | 2 | 3 | 0.1 | -12 | -3 | 3 |
| N#C/C(=C(/O)c1ccc(C(=O)c2ccccc2)cc1)c1nc2ccccc2[nH]1 | -0.6 | 3 | 10 | -1 | -2 | 0.3 | 0.5 | 3 | -6 |

Additional records follow.
| SMILES | TRPML3 agonist | RBBP9 inhibitor | PPC-1+TRAIL kill | BaF3 parental | Wee1 stabilizer | zfTRPN1 agonist | TNF necrop inh | Ba/F3 V617F tox | CHOP inh |
| --- | --- | --- | --- | --- | --- | --- | --- | --- | --- |
| O=C(c1ccc2c(c1)N(Cc1ccccc1)CCS2)N1CCCCC1 | -1.2 | -5 | 16 | 4 | 1 | -1.7 | 1.0 | -2 | 35 |
| CCC(=O)Oc1ccc2ccccc2c1CNC(=O)c1ccccc1 | -0.8 | -7 | -18 | 4 | 2 | -1.7 | 5.1 | -1 | 27 |
| O=C(CN1CCCCCC1)N1c2ccccc2Sc2ccc(C(F)(F)F)cc21 | -0.6 | -4 | 32 | 2 | -1 | -2.6 | -0.4 | -2 | 31 |
| O=C(COC(=O)CNC(=O)C1CCCCC1)Nc1ccc(Cl)cn1 | 0.0 | -14 | / | -1 | 2 | 0.5 | -4.2 | -2 | 9 |
| O=C1c2ccccc2-c2c1cccc2C(=O)N(CCO)CCO | 0.9 | -7 | 2 | -1 | 1 | 1.2 | 3.6 | -3 | -16 |
| O=C(COc1ncnc2ccccc12)N1CCOCC1 | 0.6 | 2 | 19 | 9 | -1 | 1.8 | 2.0 | -1 | 22 |
| CC(C)n1c(NCc2ccc(Cl)cc2)nc2ccccc21 | -0.3 | -1 | 25 | -3 | 2 | -0.7 | 4.3 | 0 | 22 |
